High-throughput results as filed in PubChem.
Tb PFK block – qHTS Assay to Find Inhibitors of T. brucei phosphofructokinase; ATP-dependent 6-phosphofructokinase (Trypanosoma brucei brucei), O15648; T. brucei PFK, ADP-Glo luminescence; Potency, µM (highest dose often 57.5 µM), for the others: at the top dose activity, negative = inhibition, actives largely listed as inhibitors; actives 0.17% (n = 330,000);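 also: potency is read from the fitted curve at half-maximal effect; 0% = uninhibited 1x PFK enzyme wells and -100% = no-enzyme wells; nearly all actives have a fitted effect of over 60% in size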
Target sequence (O15648 whole entry, looked up): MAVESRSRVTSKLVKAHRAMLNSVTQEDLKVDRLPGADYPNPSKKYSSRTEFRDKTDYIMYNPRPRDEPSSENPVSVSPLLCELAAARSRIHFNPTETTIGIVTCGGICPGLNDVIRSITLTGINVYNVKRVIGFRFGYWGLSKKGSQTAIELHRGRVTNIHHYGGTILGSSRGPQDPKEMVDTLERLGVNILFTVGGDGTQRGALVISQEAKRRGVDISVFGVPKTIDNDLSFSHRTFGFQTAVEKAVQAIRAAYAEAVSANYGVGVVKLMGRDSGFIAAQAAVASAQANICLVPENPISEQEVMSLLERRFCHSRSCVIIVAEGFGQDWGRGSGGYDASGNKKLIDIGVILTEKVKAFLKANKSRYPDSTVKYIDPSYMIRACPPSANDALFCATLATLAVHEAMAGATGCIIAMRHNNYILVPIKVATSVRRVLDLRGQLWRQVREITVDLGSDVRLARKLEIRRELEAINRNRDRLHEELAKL
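ADP-Glo luminescence quantified ADP after 45 min at room temperature, with 1.25 nM T. brucei PFK, 0.1 mM ATP and 0.5 mM fructose-6-phosphate in pH 8.0 TEA buffer. qHTS titrations up to 57 µM; curves classified by quality.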
Chronic BCR inh – qHTS Assay to Find Inhibitors of Chronic Active B-Cell Receptor Signaling; ABC-DLBCL IkBa-CBG/CBR reporter, luminescence ratio, 4 h; Potency, µM (top dose mostly 46.1 µM), for inactives: top-dose ratio change, negative = lower green/red ratio, usual class: inhibitors; actives 0.05% (n = 340,000); AID 493014, 2011; active = well fitted inhibition curve with a large enough effect in the signal ratio, with a control signal flat, not every such curve was filed as active; inconclusive = small, poorly fitted or top-dose-only effect, or effect the other way, or a change in a side signal; the % refers to the signal ratio;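 also: potency is read from the fitted curve at half-maximal effect; plate controls were basal doxycycline-induced cells for no effect and cells given 10 µM MG132 for full effect; MG132 reads +100%, hits lower the ratio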
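Concentration-response series (up to 46 uM) were applied to TMD8 dual-reporter cells for 4 h at 37C with doxycycline. Green/red ratio, after filter-overlap correction, defined %Activity; red signal alone was normalised to basal cells and zero luminescence.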
TCR activator – Activators of T cell receptors: qHTS campaign; primary human leukocytes, anti-CD3, IL-2 HTRF, 48 h; 330,000 tested, under 10 active; Potency, µM (titrated, usually from 9.22 µM), for inactives: at the highest dose activation of IL-2 secretion, actives largely listed as activators; AID 504894, 2011; also: % of control where 0% means no effect
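Primary human leukocytes receive a-CD3 beads and test compound and are incubated 48 hr. Secreted IL-2 is then assayed by HTRF, measuring 665nm acceptor emission after 320nm excitation of the europium donor.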
CXXC DNA block – qHTS Fluorescence Polarization Assay for Inhibitors of MLL CXXC domain - DNA interaction; Histone-lysine N-methyltransferase 2A (Homo sapiens), Q03164; MLL-CXXC / FITC-HOXA9 DNA fluorescence polarization; Potency, µM (series often up to 115 µM), for the others: at the highest dose activity change, negative = inhibition, usual class: inhibitors; actives 0.037% (n = 290,000); AID 2662, 2010; active = well fitted inhibition curve with a large enough effect in the polarisation, with a control signal flat, not every such curve was filed as active; inconclusive = small, poorly fitted or top-dose-only effect, or effect the other way, or a change in a side signal; inactive = no such curve, though single readings can be large or run the other way; the % refers to the polarisation; also: potency is read from the fitted curve at half-maximal effect
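Purified MLL-CXXC (added from a 7 uM solution) was preincubated 5 min at ambient with pinned compounds in 50 mM Tris-HCl pH 7.5, 50 mM NaCl, 1 mM DTT, 0.05% BSA. Fluorescein-labeled HOX-A9 DNA (50 nM solution) followed, 30 min, then polarization read.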
FBPA coupling cs – qHTS Assay for Inhibitors of Fructose-1,6-bisphosphate Aldolase from Giardia Lamblia: Coupling assay counterscreen; actives 0.67% (n = 290,000); coupling enzyme system counterscreen, AmpLite Red fluorescence; activity change, negative = inhibition, % at 58.2 µM, hits read low; in the data active = activity change below about -30%; also: % is scaled to controls: 0 for no effect and ±100 for the full control effect
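Activity here indicates interference with the coupling reaction, not aldolase inhibition. Compounds at 57.5 uM final met coupling enzymes for 10 min at RT; substrate and AmpLite Red detection followed, with a 525/598 nm fluorescence read after 20 min.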
GALK inh – qHTS Assay for Inhibitors of Human Galactokinase (GALK); P51570; actives 0.007% (n = 270,000); Potency, µM (titrated, usually from 57.5 µM), for the others: at the top dose activity change, negative = inhibition, most hits filed as inhibitors; Purified GALK, Kinase-Glo residual ATP luminescence; also: potency is read from the fitted curve at half-maximal effect; % is scaled to controls: 0 for no effect and ±100 for the full control effect
Target sequence (P51570 whole entry, looked up): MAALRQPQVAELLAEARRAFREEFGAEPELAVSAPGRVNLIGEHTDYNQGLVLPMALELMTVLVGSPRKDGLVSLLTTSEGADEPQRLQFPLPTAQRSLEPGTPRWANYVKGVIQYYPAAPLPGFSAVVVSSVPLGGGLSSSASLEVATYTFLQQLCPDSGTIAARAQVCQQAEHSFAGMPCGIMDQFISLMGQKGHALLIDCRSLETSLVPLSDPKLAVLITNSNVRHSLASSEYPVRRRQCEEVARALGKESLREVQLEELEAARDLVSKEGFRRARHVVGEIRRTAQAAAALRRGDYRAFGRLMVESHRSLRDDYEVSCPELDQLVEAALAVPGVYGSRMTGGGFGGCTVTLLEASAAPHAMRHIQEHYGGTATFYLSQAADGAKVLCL
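GALK at 5 nM final was combined with compound, 35 uM ATP and 100 uM galactose in HEPES pH8.0 with MgCl2 and DTT. The reaction ran one hour at room temperature before luminescent ATP detection.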
A-T KAP1 phos – qHTS Assay for Identifying a Potential Treatment of Ataxia-Telangiectasia. actives 0.19% (n = 320,000). […] A-T fibroblasts, KAP-1 phosphorylation AlphaLISA; neocarzinostatin DNA damage 30 min before lysis. AID 485349, 2010. Potency, µM (top dose mostly 57.5 µM), for inactives: top-dose activation, usual class: activators; also: potency is read from the fitted curve at half-maximal effect; % of control where 0% means no effect; nearly all actives have a fitted effect of over 45% in size
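ATM-like activity read as KAP-1 phosphorylation via AlphaLISA donor/acceptor antibody pairs after lysis and 6 hr at 25C. Cells were ATM-null patient fibroblasts ([…], hTERT), dosed 60 min, then exposed to the DSB inducer NCS for 30 min.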
Giardia kill – Small Molecules that selectively kill Giardia lamblia: qHTS | Giardia lamblia trophozoite viability | activity change, % at 7.66 µM, hits read low | actives 0.15% (n = 340,000); in the data active = activity change below about -80%; inconclusive = between about -30% and that limit;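 also: parasites exposed to compound for two days anaerobically before the ATP read; % is scaled to controls: 0 for no effect and ±100 for the full control effect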
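Trophozoites 100 cells/well + cpd; 48 hrs, 37 deg C, anaerobic. ATPLite 1-Step added, 15-30 min RT, luminescence read (ATP-based viability).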
TSHR antag – Antagonists of the Thyroid Stimulating Hormone Receptor: HTS campaign | Thyrotropin receptor (Homo sapiens), P16473 | TSHR-expressing cells, TSH-stimulated cAMP HTRF, 2 h; stronger effect = lower value | activity change, negative = inhibition, % at 11.5 µM | actives 0.2% (n = 330,000);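 active = activity change below a set negative limit, meaning inhibition stronger than a set level, cut at about -70% in these data; inconclusive = activity change between two set negative limits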; also: % is scaled to controls: 0 for no effect and ±100 for the full control effect
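Antagonism was scored as loss of TSH-driven cAMP in TSHR cells, stimulated with 4nM TSH (EC80) for 2 hours at 37 deg C and detected by homogeneous HTRF competition immunoassay.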
hERG WT inh – qHTS for Inhibitors of KCHN2 3.1: Wildtype qHTS | U2OS, BacMam KCNH2, thallium flux FluxOr; stronger effect = lower value | activity change, % at 1.84 µM | actives 0.37% (n = 340,000) | AID 720551, 2013;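 active = maximum activity change below -70%; inconclusive = maximum activity change between -70% and -50%; inactive = maximum activity change above -50%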; also: % is scaled to controls: 0 for no effect and ±100 for the full control effect
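U2OS cells transduced with wild-type KCNH2 virus are loaded with FluxOr dye for 45 min, and thallium flux is measured in kinetic reads before and after stimulation buffer. Rate constants are normalized to DMSO controls.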
Numbers without * were called inactive; ? = inconclusive; · = no result given; & = joins results of further samples; [ ] = dose if it differs, or a comment. Unless noted, calls follow the shape of the dose curve; as a rule, active = well fitted curve in the direction sought with a large enough effect; inconclusive = small, poorly fitted or top-dose-only effect, or another doubt; inactive = no such curve, though single readings can be large; an effect the other way counts as inactive or inconclusive.

SMILES	Tb PFK block	Chronic BCR inh	TCR activator	CXXC DNA block	FBPA coupling cs	GALK inh	A-T KAP1 phos	Giardia kill	TSHR antag	hERG WT inh
COC(=O)c1[nH]c2ccccc2c1NC(=O)CN1CCN(c2cccc(OC)c2)C(C)C1 (stereo not given)	-2.3%	?	-2.7%	9.0%	-1.4	0.3%	-6.2%	-1.4	-2.1	-2.2
O=C(NCCC1=CCCCC1)c1ccc(Cl)c([N+](=O)[O-])c1	-9.6%	8.8%	-2.5%[46.1 µM]	-12.1%	-6.2	1.8%	-7.0%	-22.6	-6.4	-14.9
N#Cc1ccc(C(CC(=O)O)N2Cc3ccccc3C2=O)cc1 (stereo not given)	7.3%	5.9%	3.0%	7.8%	3.2	-2.0%	-20.5%	-13.5	1.2	-14.6
COc1ccc(C)cc1S(=O)(=O)N1CCc2ccccc2C1	-1.1%	-1.3%	-0.1%	0.1%	0.4	0.4%	-4.4%	-11.2	1.9	-7.0
O=C(CNC(=O)c1ccc(Br)o1)NNC(=O)COc1ccccc1Cl	0.5%	3.1%	-1.0%	·	·	·	6.0%	-1.3	-3.6	-13.1
CCCCn1c(NC(=S)Nc2ccccc2)nc2ccccc21	3.2%	?	1.9%	2.9%	-1.1	1.7%	-1.1%	15.2	13.6	-12.2
NC(=O)c1ccsc1NC(=O)CN1C(=O)NC2(CCCC2)C1=O	5.8%	-1.8%	2.4%	·	·	·	3.9%	15.1	-9.8	1.1
O=C(Nc1ccc(O)c2c(=O)cc(-c3ccccc3Cl)oc12)c1ccc(Cl)c(Cl)c1	0.8%	-0.1%	-3.7%	11.1%	-1.8&1.2	0.3%	-8.1%	-3.5&6.6	-3.3	-4.3
CCOc1cnc(C(=O)NNC(=O)C(Br)C(C)C)o1 (stereo not given)	4.0%	-1.8%	8.6%	-18.7%	3.1	1.2%	-1.3%	4.0	-3.8	-0.9
NNCCc1ccccc1	2.9%	?	1.2%	-13.3%	-19.9&-2.1&-4.5	·	11.5%	-1.4	-9.9&-2.9	-3.5
Cc1ccc(NC(=O)CN2CCCCC2)c2c1CC(C)(C)O2	4.7%	?	3.8%	-1.5%	0.8	-2.0%	-6.5%	1.0	15.2	-2.8
CCOC(=O)/C(C#N)=C/Nc1cc(OC)ccc1OC	-0.4%	-6.6%	0.8%[46.1 µM]	-2.8%	2.1	0.1%	-5.5%	-5.5	0.0	4.7
CCCNC(=O)c1noc2c1CCc1ccccc1-2	-5.9%	?	?	17.4%	0.3	0.4%	3.2%	-16.6	-14.1	-4.8
CCC(NC(=S)NC1CCCCC1)c1ccc(C)cc1 (stereo not given)	0.3%	3.2%	·	-2.0%	-0.1	0.8%	-2.6%	·	-6.0	·
CCCCn1c(N)c(N(CCOC)C(=O)c2cc(-c3ccco3)nc3ccccc23)c(=O)[nH]c1=O	?	10.0%	4.5%	·	·	·	1.0%	-0.2	4.1	-0.6
COc1ccccc1OCC(=O)N1CCN(S(=O)(=O)c2ccc(Cl)cc2)CC1	3.2%	-7.2%	0.6%	·	·	·	2.7%	7.5	-2.0	-1.9
O=C(c1cc(S(=O)(=O)N2CCOCC2)ccc1F)N1CCCc2ccccc21	-0.1%	?	-1.5%	1.4%	1.0	1.7%	8.5%	-19.0	-6.2	-3.5
COc1cccc(NS(=O)(=O)c2c(C)n(C)c(=O)n(C)c2=O)c1	-15.8%	0.4%	-0.1%	-3.6%	-2.2	-1.6%	15.6%	-17.7	21.3	-2.2
O=C(NNC(=O)c1ccc(Cl)cc1Cl)c1ccncc1	10.5%	-10.3%	-0.3%[46.1 µM]	6.0%	2.8	0.1%	-1.3%	1.1	-2.2	0.3
COc1ccc(C(=O)CCNc2cccc(Cl)c2)cc1	-4.1%	-11.3%	1.0%[46.1 µM]	2.0%	0.4	0.1%	2.4%	2.3	-10.4	0.4
CC(C)(C)c1ccc(NC(=O)N2CCCN(c3ccc([N+](=O)[O-])cn3)CC2)cc1	1.5%	9.9%	-2.4%	1.5%	-5.9	·	-5.9%	6.1	-2.7	0.1
CCOc1ccc(CN(C)C(=O)c2ccc(NC(=O)CC3SC(N4CCCC4)=NC3=O)cc2)cc1 (stereo not given)	0.6%	-5.0%	-2.8%	4.5%	·	7.4%	3.7%	9.6	-2.8	-12.7
CSc1ncc2c(=O)[nH]c(-c3ccccc3)nc2n1	0.2%	4.8%	1.9%	-7.8%	0.3	0.0%	16.7%	-29.9	-6.7	10.7
Cc1ccc(N(C(=O)c2snc(C(N)=O)c2N)C(C(=O)NCC2CCCO2)c2c[nH]c3ccccc23)cc1 (stereo not given)	5.3%	-7.3%	3.5%	4.9%	-1.7	0.2%	4.0%	8.8	11.1	7.2
CCOc1ccc(OCC)c(NC(=O)CN(C)S(=O)(=O)c2cccc3nsnc23)c1	-5.1%	-2.0%	-4.7%	-11.1%	-4.3	1.8%	4.4%	4.6	11.3	4.3
Cc1ccc(C)c(N(C(=O)Cn2nnc3ccccc32)C(C(=O)NC(C)(C)C)c2ccsc2)c1 (stereo not given)	-0.3%	?	-1.7%	-1.9%	0.0	4.6%	3.8%	-12.7	43.9	-15.6
O=C(Nc1nc2c(Cl)ccc(Cl)c2s1)c1ccco1	1.0%	?	-3.6%	-13.6%	5.6	1.1%	-5.2%	-1.7	-9.3	2.7
CC(C)N(C(=O)CSc1n[nH]c(=O)n1CCc1ccccc1)C(C)C	-0.6%	-1.0%	-12.3%	3.5%	0.1	6.9%	10.7%	-7.5	-9.8	-8.6
COC(=O)c1ccsc1NC(=O)CSc1nnnn1-c1ccccc1SC	-0.9%	?	-4.9%	10.0%	-2.9	-0.3%	24.9%	-4.0	0.3	-22.4
CCOc1ccc(S(=O)(=O)NCCC(=O)NCc2ccc(OC)c(OC)c2)cc1	-0.9%	?	-4.8%	·	·	·	2.1%	-8.1	5.3	-7.1
CC(Sc1ccc(Cl)cc1)C(=O)Nc1ccc(S(=O)(=O)N2CCOCC2)cc1 (stereo not given)	-7.1%	-7.4%	0.5%	-2.0%	-2.1	-3.0%	5.0%	0.2	-2.8	4.0
COc1cc(NC(=O)c2onc(C)c2Cl)c(OC)cc1Cl	-2.7%	?	2.0%[46.1 µM]	-1.1%	-2.0	-2.3%	4.7%	26.9	-21.0	-2.6
COc1cc(SC)ccc1C(=O)NCCOc1c(C)cc(C)cc1C	1.6%	10.7%	·	2.3%	-1.5	-2.1%	0.9%	-12.0	-0.9	27.4
CCCOC(=O)c1cccc(NC(=O)c2cccnc2)c1	2.4%	-3.6%	0.1%	1.9%	-0.4	1.3%	-0.3%	-28.6	-1.6	12.5
COc1cc(/C=N/O)c(Br)cc1OCC(=O)Nc1ccccc1C	0.2%	3.3%	1.9%[46.1 µM]	12.0%	-0.2	1.7%	2.0%	-6.3	-1.5	-6.7
CCOC(=O)c1sc(NC(=O)CSc2nc3c(cc2C#N)CCCCCC3)c(C#N)c1C	1.9%	-1.3%	-9.7%	18.3%	0.8	0.7%	6.1%	-2.2	19.4	-5.4
COC(=O)c1cccc(NC(=O)C2CCCN2C(=O)c2cccs2)c1 (stereo not given)	-1.6%	-1.7%	-15.2%	·	·	·	0.7%	-2.0	7.5	-2.2
CCN(CC)C(=N)/C(C#N)=N/Nc1ccccc1	-4.1%	0.6%	-5.5%	-2.0%	5.9	5.4%	-6.3%	-10.2	-0.2	-9.4
COc1ccccc1CNC(=O)C1CCN(S(=O)(=O)c2ccc3c(c2)NC(=O)CO3)CC1	0.1%	-7.0%	-3.0%	14.0%	·	1.1%	-1.6%	9.9	-13.9	-26.1
O=C(c1ccc(-c2ccccc2Cl)o1)N1CCCC(C(F)(F)F)C1 (stereo not given)	-3.6%	?	18.6%	·	·	·	5.4%	-5.1	-21.5	-35.5

3 entries from above, ordered by the number in TSHR antag, low to high.
canonical_smiles,TSHR antag
CC(C)N(C(=O)CSc1n[nH]c(=O)n1CCc1ccccc1)C(C)C,-9.8
CSc1ncc2c(=O)[nH]c(-c3ccccc3)nc2n1,-6.7
CCOc1ccc(OCC)c(NC(=O)CN(C)S(=O)(=O)c2cccc3nsnc23)c1,11.3
